Screens as filed in PubChem.
CXCR6 block = CXCR6 receptor inhibitors, primary screen, cell-based, beta-arrestin, luminescence, CHO-K1 PathHunter, 1536-well; inhibition, % at 20 µM; C-X-C chemokine receptor type 6 (Homo sapiens), O00574; 360,000 tested, 0.36% active; in the data active = inhibition above about 34%, passing the limit was not always enough;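 note: antagonist mode with CXCL16 agonist at 10 nM final; 0% = 10 nM CXCL16 with DMSO and 100% = unstimulated wells without agonist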
Target sequence (O00574 whole entry, looked up): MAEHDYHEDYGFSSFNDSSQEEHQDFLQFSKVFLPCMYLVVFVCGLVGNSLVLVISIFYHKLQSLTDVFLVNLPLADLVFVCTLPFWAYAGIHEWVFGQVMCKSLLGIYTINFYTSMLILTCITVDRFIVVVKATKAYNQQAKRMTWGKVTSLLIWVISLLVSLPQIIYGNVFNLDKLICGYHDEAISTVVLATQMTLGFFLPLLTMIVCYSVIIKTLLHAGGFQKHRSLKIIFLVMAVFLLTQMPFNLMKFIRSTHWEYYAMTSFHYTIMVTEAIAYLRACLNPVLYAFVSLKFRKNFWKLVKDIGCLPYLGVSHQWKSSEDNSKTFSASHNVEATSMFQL
CCR6 antag = CCR6 receptor antagonists, primary screen, cell-based, CHO-K1, luminescence, beta-arrestin, uHTS. C-C chemokine receptor type 6 (Homo sapiens), P51684. CHO-K1 CCR6 PathHunter beta-arrestin, CCL20-stimulated. inhibition, % at 20 µM. 340,000 tested, 0.49% active. AID 493098, 2011;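 active = compounds whose inhibition of the agonist-driven luminescence signal at 20 µM reaches about 50%, limit read from the data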;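 note: cells stimulated with CCL20 at 14 nM final; plate controls were DMSO with CCL20 for no effect and DMSO without agonist for full effect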
Target sequence (P51684 whole entry, looked up): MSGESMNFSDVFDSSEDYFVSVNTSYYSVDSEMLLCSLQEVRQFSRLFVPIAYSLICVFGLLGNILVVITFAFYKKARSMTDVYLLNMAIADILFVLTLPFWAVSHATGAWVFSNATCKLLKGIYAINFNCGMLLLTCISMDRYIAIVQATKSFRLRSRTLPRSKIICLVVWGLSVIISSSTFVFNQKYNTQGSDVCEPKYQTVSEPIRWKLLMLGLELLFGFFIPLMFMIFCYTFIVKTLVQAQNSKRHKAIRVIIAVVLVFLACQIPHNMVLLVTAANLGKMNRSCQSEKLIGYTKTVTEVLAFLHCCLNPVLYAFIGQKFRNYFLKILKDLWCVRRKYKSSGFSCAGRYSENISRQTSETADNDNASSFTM
Mdm2-MdmX inh = inhibitors of human Mdm2-MdmX association, primary screen, cell-based, luminescence, split luciferase, SaOS-2, uHTS. 330,000 tested, 3% active. SaOS-2 split-luciferase Mdm2/MdmX complementation. Protein Mdm4 (Homo sapiens) + E3 ubiquitin-protein ligase Mdm2 (Homo sapiens), …. inhibition, % at 8 µM. AID 485346, 2010;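 active = inhibition of at least 50% at 8 µM in the primary screen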
UPR XBP1 act = activators of adaptive XBP1 UPR arm, primary screen, cell-based, CHO-XBP1 luciferase reporter, luminescence, uHTS; IRE1-XBP1 UPR activation; percent of tunicamycin response, DMSO as zero; activation, % at 20 µM; 330,000 tested, 0.33% active; AID 463104, 2010;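 active = versus positive control, 20 µM dose yields 30% or more activation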;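 note: 100% = tunicamycin at 10 µg/mL and 0% = DMSO only wells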
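Material: CHO-XBP1 cells stably carrying IRE1-XBP1-driven luciferase reporter | Medium: F12 with 10% serum | Compound dosing: 20 µM single concentration, DMSO 1% | Incubation: Overnight seeding at 37 °C, 6 h compound treatment at 37 °C | Detection: Steady-Glo luminescence read | Read-out basis: % activation of reporter signal versus tunicamycin and DMSO controls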
APJ agonist = agonists of human apelin receptor APJ, primary screen, CHO-K1 cells, PathHunter beta-arrestin, luminescence; 0% DMSO wells, 100% apelin; activation, % at 20 µM; P35414; AID 2520, 2010; 330,000 tested, 0.11% active;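 active = activation more than six SD over the plate average, tested at 20 µM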;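 note: 0% = DMSO alone and 100% = apelin-13 at 10 nM; some results filed as inactive read as strong as hits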
Target sequence (P35414 whole entry, looked up): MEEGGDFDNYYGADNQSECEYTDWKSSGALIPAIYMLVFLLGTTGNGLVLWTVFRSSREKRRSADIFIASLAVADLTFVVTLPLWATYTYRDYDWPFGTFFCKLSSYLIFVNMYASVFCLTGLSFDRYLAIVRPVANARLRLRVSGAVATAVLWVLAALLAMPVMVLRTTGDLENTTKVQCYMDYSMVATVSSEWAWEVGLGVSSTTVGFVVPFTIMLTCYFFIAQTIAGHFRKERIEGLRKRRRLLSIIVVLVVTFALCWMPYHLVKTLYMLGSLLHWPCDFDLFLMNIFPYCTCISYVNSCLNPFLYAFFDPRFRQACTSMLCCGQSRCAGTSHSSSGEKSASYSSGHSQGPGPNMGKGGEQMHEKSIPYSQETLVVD
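Material: CHO-K1 APJ beta-arrestin complementation cell line; Input: cell density 1000 per well; Incubation: compound stimulation 90 min at 25 °C, detection 60 min; Signal: luminescence from split beta-galactosidase complementation, Galacton Star/Emerald II substrate; Controls: DMSO-only wells as negative, 10 nM Apelin-13 as positive control.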
APJ antag = antagonists of human apelin receptor APJ, primary screen, CHO-K1 cells, beta-arrestin complementation, luminescence; P35414; inhibition, % at 20 µM; 330,000 tested, 0.32% active; AID 2521, 2010;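 active = inhibition above about 40% at 20 µM, limit read from the data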;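 note: cells challenged with 10 nM apelin-13 agonist together with compound; plate controls were apelin-13 plus DMSO wells for no effect and DMSO wells lacking apelin-13 for full effect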
tim23-1 inh = growth inhibitors of tim23-1 mutant yeast, primary screen, luminescence, uHTS; S. cerevisiae tim23-1 growth, BacTiter-Glo luminescence, 24 h; inhibition, % at 20 µM; 330,000 tested, 1.3% active; AID 463212, 2010;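 active = growth inhibition of the mutant yeast at or above 50%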;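 note: temperature-sensitive mutant grown at 25 °C; plate controls were DMSO-treated mutant yeast for no effect and medium wells lacking yeast for full effect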
EBI2 antag = EBI2 receptor antagonists, beta-arrestin recruitment, primary screen, cell-based, luminescence, 7a,25-OHC stimulation, uHTS | 360,000 tested, 0.81% active | inhibition, % at 5 µM | 7a,25-OHC stimulated | G-protein coupled receptor 183 (Homo sapiens), P32249; in the data active = inhibition above about 38%;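 note: enzyme fragment complementation signal reports receptor beta-arrestin coupling in cells; 0% = agonist plus DMSO wells and 100% = wells without agonist; some results beyond the cut were filed as inactive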
UPR CHOP act = activators of apoptotic CHOP UPR arm, primary screen, cell-based, CHO-CHOP luciferase reporter, luminescence, uHTS. UPR activation; percent of tunicamycin response over DMSO baseline. activation, % at 10 µM. 330,000 tested, 0.34% active;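 active = at 10 µM dose, activation of 40% or more, normalized to positive control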;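 note: 100% = tunicamycin at 10 µg/mL and 0% = DMSO alone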
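Dosing – one dose, 10 µM in 0.5% DMSO · System – CHO-CHOP cells, stable luciferase reporter of PERK-eIF2a-CHOP signalling · Input – 500 cells/well · Control set – tunicamycin 10 µg/mL final as positive, DMSO-only wells as negative · Timing – 6 h compound treatment, 37 °C · Measure – % activation vs tunicamycin · Technique – luminescence read with Steady-Glo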
Starred values were filed as active, the others as inactive; . = not tested or not shown. Some of the compounds tested; rates above refer to the full screens.

SMILES	CXCR6 block	CCR6 antag	Mdm2-MdmX inh	UPR XBP1 act	APJ agonist	APJ antag	tim23-1 inh	EBI2 antag	UPR CHOP act
Fc1ccccc1COc1ccc(/C=N/n2cnnc2)cc1	-10	-10	-26	0	-2	19	33	-2	-1.1
COc1ccc(S(=O)(=O)Nc2ccc(F)c(Cl)c2)cc1OC	2	10	18	-1	-4	7	12	4	-1.4
CC(C)C(C)NC(=O)COc1nc2ccccc2nc1N(C)C1CCCCC1 (configuration not stated)	8	16	3	1	-3	22	5	22	-3.1
CCCN=C(Nc1ccc(Cl)cc1)c1cccnc1	-5	11	-1	-3	-4	8	9	-6	1.1
CC1(C(=O)N2CCOCC2)CCCCC1	-2	1	-19	-3	2	-12	3	-17	-2.7
Cc1ccc(NC(=O)NN2CCOCC2)cc1	-3	2	11	-2	-5	1	14	-1	0.5
Cc1cccc(Oc2sc(C(=O)c3ccccc3)c(N)c2C#N)c1	17	25	58*	0	-3	4	55*	12	3.6
O=C(NCCc1ccccc1)C1CCN(S(=O)(=O)c2cccc3nonc23)CC1	3	-5	-10	0	0	9	1	-6	0.0
CC1=CC2CC1C1C(=O)N(c3ccc(S(=O)(=O)Nc4nc(C)cc(C)n4)cc3)C(=O)C21 (configuration not stated)	-7	-4	17	-1	-1	-3	-2	-3	2.7
COC(=O)c1sccc1NC(=O)c1c(Cl)cccc1Cl	-3	25	17	-2	-1	10	23	6	0.2
C/C(Nc1ccccc1C(F)(F)F)=C1/CCOC1=O	-6	4	-16	-1	2	6	-3	-11	0.9
O=c1c2[nH]c3ccccc3c2ncn1Cc1ccccn1	4	8	-1	-2	0	-2	5	-1	-3.1
CCCN(Cc1ccc(C)cc1)C(=O)c1ccc(CNS(=O)(=O)c2ccc(C(C)=O)cc2)cc1	4	21	-15	-1	-3	-9	1	2	5.6
Cc1ccc(-c2nnc(Nc3cccc(O)c3)c3ccccc23)cc1S(=O)(=O)NCCO	-9	5	19	-4	2	7	8	8	1.3
CCN(CC)C(=O)C(=O)N/N=C/c1ccc(C(=O)OC)cc1	-6	1	-8	0	-4	4	6	2	2.2
O=C(O)Cn1c(=O)n(Cc2ccccc2)c2ccccc21	3	4	11	-3	-3	10	1	-3	-1.7
Cc1c(OCC(=O)NCc2ccccn2)ccc2c3c(c(=O)oc12)CCCC3	-11	-7	2	-1	1	-19	25	-4	0.9
O=C(O)C1=NN(c2ccccc2)C(=O)CC1	5	-11	-1	-5	-1	-14	10	2	0.4
O=C(c1ccc(NS(=O)(=O)c2cccc3cccnc23)cc1)N1CCOCC1	6	1	14	-1	-5	7	10	4	-1.6
CCCCOc1ccc(Cl)cc1CSc1nnc(CC)n1N	-1	10	-3	-2	0	-1	25	-2	-0.4

Entries above containing a thiophene ring, fused or not:
SMILES	CXCR6 block	CCR6 antag	Mdm2-MdmX inh	UPR XBP1 act	APJ agonist	APJ antag	tim23-1 inh	EBI2 antag	UPR CHOP act
Cc1cccc(Oc2sc(C(=O)c3ccccc3)c(N)c2C#N)c1	17	25	58*	0	-3	4	55*	12	3.6
COC(=O)c1sccc1NC(=O)c1c(Cl)cccc1Cl	-3	25	17	-2	-1	10	23	6	0.2

Next compounds:
SMILES	CXCR6 block	CCR6 antag	Mdm2-MdmX inh	UPR XBP1 act	APJ agonist	APJ antag	tim23-1 inh	EBI2 antag	UPR CHOP act
O=C(NC(=O)c1ccncc1)NC(c1ccccc1)c1ccccc1	5	6	17	-4	-2	16	4	8	-1.4
O=C(CN1CCN(S(=O)(=O)c2ccc(Br)cc2)CC1)c1ccc(O)c(O)c1	-2	11	22	30	2	-19	-4	8	61*
COCCNC(=O)C(OC(=O)CC1Sc2ccccc2NC1=O)c1ccncc1 (configuration not stated)	-5	-5	0	0	-5	14	0	-12	0.7
CN=C1SC(CC(=O)Nc2sc3c(c2C#N)CCCC3)C(=O)N1C (configuration not stated)	2	4	39	-6	-4	-8	5	-4	1.6
O=C(CCc1c[nH]c2ccccc12)OCC(=O)N1CCN(S(=O)(=O)c2ccccc2)CC1	-6	-5	6	-2	4	5	12	-5	0.7
Cc1cccc(OCCCCc2c(C)n[nH]c2C)c1	-4	-24	18	0	-5	2	38	0	-0.8
CC1CCCC(C)N1/N=C/c1ccccc1OC(F)F (configuration not stated)	-6	2	-18	-2	-3	13	11	1	-1.3
CC1CC(=S)Nc2ccccc2N1Cc1ccccc1 (configuration not stated)	14	33	19	-1	-7	6	36	7	-2.0
CC(C(=O)N1CCc2ccccc2C1)N1C(=O)c2ccccc2C1=O (configuration not stated)	1	8	-5	0	0	-8	18	0	2.5
COc1cc(NC(=O)c2cccc(Br)c2)nc(OC)n1	-7	6	-11	6	1	2	25	10	5.6
COc1cccc2cc(C(=O)N3CCN(C(=O)c4ccco4)CC3)c(=O)oc12	-5	-2	17	-2	-5	1	1	1	-0.7
CC(=O)OCC(=O)[C@H]1CC[C@H]2[C@@H]3CCC4=CC(=O)CC[C@]4(C)[C@H]3CC[C@]12C	-2	11	-11	-4	-3	15	39	3	0.4
CCN1CCN(CCCNC(=O)c2ccc3c(Cl)c4c(nc3c2)CCCC4)CC1	-6	21	73*	-1	-3	28	-3	-3	-0.4
O=C1CSC(=S)N1c1cccc(Br)c1	6	10	9	-7	-3	25	31	-11	0.1
Cc1nc(N)sc1N=Nc1ccc(F)cc1	8	28	-39	4	-4	3	36	-4	5.5
O=C(N(c1ccccc1)c1ccccc1)n1ccnc1	-3	2	-1	-1	-1	-4	-29	0	-2.3
O=C(Nc1nc(-c2cccnc2)cs1)c1ccccc1F	-7	-4	-52	-1	-5	-7	-3	-6	3.5
Cn1c(SCc2ccc(Br)cc2)nnc1-c1ccccn1	-4	6	7	2	0	1	52*	-6	3.7
Cc1cc(C)c2oc(C(=O)Nc3ccc(S(=O)(=O)Nc4nccs4)cc3)cc(=O)c2c1	-4	27	13	-1	-1	19	13	2	-0.5
O=C(CCC1CCCCC1)Nc1ncn[nH]1	-1	10	-7	0	5	21	6	-5	1.1
CCc1ccc(NC(=O)C(=O)N/N=C(\C)CC(=O)NCc2ccc(Cl)cc2)cc1	-6	-1	11	5	-3	-11	10	-2	2.6
CCC(C)(C)n1nnnc1C(c1cc2cc(OC)ccc2[nH]c1=O)N1CCc2ccccc21 (configuration not stated)	6	7	7	2	-1	-25	31	29	0.4
O=C(C[n+]1cc[nH]c1)c1ccc(Cl)cc1	1	7	20	-4	-5	14	9	1	0.8
CC(=O)Nc1ccc(NC(=O)c2ccccc2N(Cc2ccccc2)S(C)(=O)=O)cc1	4	9	8	-4	-2	-9	15	-8	1.1
CCOC(=O)CSc1nc2ccccc2c(=O)n1CCN1CCOCC1	2	11	-7	0	-3	2	14	11	0.7
CCCCNC(=O)C1CCCN(S(=O)(=O)c2c(C)noc2/C=C/c2cccs2)C1 (configuration not stated)	-6	4	20	1	1	1	12	1	-1.5
CCOC(=O)c1c(-c2ccc(C)o2)csc1NC(=S)NC(=O)c1ccc(F)cc1	20	42	22	-5	-3	32	-4	31	1.6
CC(=O)N1N=C(c2ccncc2)CC1c1ccccc1O (configuration not stated)	8	-13	3	-2	-1	-4	7	2	-0.3
COc1ccc(CCNC(=O)C2CCCCC2C(=O)O)cc1OC (configuration not stated)	.	.	-17	-2	-5	1	-12	.	0.2
Cc1noc(C)c1CSCC(=O)N(C)CC(=O)Nc1ccccc1C(F)(F)F	6	4	15	-1	-3	-61	13	-5	-1.0
COc1ccc(N2CCN(c3ccc([N+](=O)[O-])cc3Cl)CC2)cc1	-2	7	-3	1	0	5	-3	7	0.3
CC[N+](C)(CC)CCOC(=O)C1c2ccccc2Oc2ccccc21	-1	1	-16	-5	-4	2	2	0	-0.9
CCCCNC(=O)CCn1c(=O)c2ccccc2n(Cc2cc(C)ccc2C)c1=O	3	12	33	3	-4	-13	-7	-12	0.1
CCCN(Cc1cc2cc(OC)ccc2[nH]c1=O)C(=O)c1ccco1	-3	9	14	-1	-1	-3	13	-7	-0.5
Cc1ccc(CN(C(=O)c2cc(=O)c3cc(Cl)c(C)cc3o2)C2CCS(=O)(=O)C2)cc1 (configuration not stated)	3	14	-6	0	-2	4	22	11	0.8
COc1cc(C(=O)Nc2ccc(NC(=O)c3ccccc3Cl)nc2)cc(OC)c1OC	-3	8	-7	-3	2	-2	30	1	0.7
CC1Cc2ccccc2N1C(=S)Nc1ccc(S(N)(=O)=O)cc1 (configuration not stated)	-4	-3	37	13	-1	10	-10	4	-1.7
CCCCNC(=S)NNC(=O)C1=NN(c2cc(C)ccc2C)C(=O)CC1	2	5	-8	-3	1	5	13	0	1.1
CCCCCN1N=C(C)CC1=O	11	8	17	-1	-3	5	7	1	-0.7
COCCC(=O)N1CCC(Oc2ccc(C(=O)NCCc3ccccn3)cc2)CC1	8	10	18	-3	0	11	5	-5	2.0

Retrieved one by one from the entries so far (two):
SMILES	CXCR6 block	CCR6 antag	Mdm2-MdmX inh	UPR XBP1 act	APJ agonist	APJ antag	tim23-1 inh	EBI2 antag	UPR CHOP act
CCCCNC(=O)C1CCCN(S(=O)(=O)c2c(C)noc2/C=C/c2cccs2)C1 (configuration not stated)	-6	4	20	1	1	1	12	1	-1.5
Cc1ccc(NC(=O)NN2CCOCC2)cc1	-3	2	11	-2	-5	1	14	-1	0.5

Next part
SMILES	CXCR6 block	CCR6 antag	Mdm2-MdmX inh	UPR XBP1 act	APJ agonist	APJ antag	tim23-1 inh	EBI2 antag	UPR CHOP act
COc1ccccc1CN(C)CC(=O)NC1CCCc2ccccc21 (configuration not stated)	7	2	14	-1	-2	5	26	11	-3.3
COc1ccc(C(=O)N=C2SC3CS(=O)(=O)CC3N2c2ccccc2)cc1OC (configuration not stated)	6	6	7	-2	1	1	-5	9	-0.2
Cc1c2cnn(CC(=O)O)c(=O)c2c(C)n1Cc1ccccc1	5	-5	24	1	-4	6	-4	4	1.1
CCN(CC)C(=O)CN1C(=O)c2cccc3cccc1c23	5	1	16	-5	2	-5	9	-11	-1.9
CCCn1c(C(CO)Nc2nc(C)cs2)nc2ccccc21 (configuration not stated)	-5	12	6	0	-3	21	6	-1	1.0
CCCNS(=O)(=O)c1cc(CN2C(=O)c3cccnc3C2=O)ccc1OC	0	8	23	-4	-2	13	1	-3	-0.6
COC(=O)c1ccccc1NC(=O)CSc1nc(-c2ccco2)cc(C(F)(F)F)n1	2	11	67*	11	-2	17	20	-1	0.4
Cn1c(N2CCOCC2)nc(-c2ccccc2)c1-c1ccccc1	1	11	-8	0	1	-1	41	3	0.1
